FBW7 activator – human FBW7 E3 ligase activation, primary screen; Q969H0; AlphaScreen FBW7–phospho-cyclin E peptide binding, activator screen; normalized activity (activation), % at 26.1 µM; hit rate 0.13% among 650,000; AID 1259310; in the data active = normalized activity above about 1.9%;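 note: purified mutant Fbw7 with reduced substrate affinity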
Target sequence (Q969H0 whole entry, looked up): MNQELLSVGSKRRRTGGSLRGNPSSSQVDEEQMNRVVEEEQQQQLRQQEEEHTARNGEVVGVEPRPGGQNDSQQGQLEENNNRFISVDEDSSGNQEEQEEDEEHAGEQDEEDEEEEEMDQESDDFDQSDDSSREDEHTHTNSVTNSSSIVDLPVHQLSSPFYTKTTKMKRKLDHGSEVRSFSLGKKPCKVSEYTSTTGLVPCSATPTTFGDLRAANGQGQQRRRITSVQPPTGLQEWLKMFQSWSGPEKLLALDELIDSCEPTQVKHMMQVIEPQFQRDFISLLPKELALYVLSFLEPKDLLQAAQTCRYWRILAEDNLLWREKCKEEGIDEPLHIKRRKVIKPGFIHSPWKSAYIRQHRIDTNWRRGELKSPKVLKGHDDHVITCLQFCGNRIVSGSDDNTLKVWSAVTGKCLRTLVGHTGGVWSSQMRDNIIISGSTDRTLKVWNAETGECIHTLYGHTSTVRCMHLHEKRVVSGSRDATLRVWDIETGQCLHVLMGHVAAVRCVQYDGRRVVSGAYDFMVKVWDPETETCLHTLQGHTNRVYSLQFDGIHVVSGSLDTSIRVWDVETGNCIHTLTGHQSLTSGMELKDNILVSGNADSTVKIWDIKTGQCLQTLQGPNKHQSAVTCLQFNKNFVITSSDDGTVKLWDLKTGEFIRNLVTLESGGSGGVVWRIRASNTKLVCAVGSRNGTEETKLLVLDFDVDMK
GPR151 activ – activates the human receptor GPR151 | AID 1508602 | Q8TDV0 | PathHunter beta-arrestin GPR151 cells, luminescence | activation, % at 11.2 µM | hit rate 1% among 650,000; in the data active = activation above about 4.9%;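 note: 0% = median of compound wells and 100% = cells with positive control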
MITF inh – blocks human microphthalmia-associated transcription factor. AlphaScreen MITF homodimerization, bead proximity signal. O75030. inhibition, % at 2.6 µM. hit rate 0.91% among 650,000; in the data active = inhibition above about 50%;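 note: 0% = vehicle wells with protein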
TEAD-YAP inh – TEAD-YAP interaction inhibition; HEK-TIYL cells, TEAD-Gal4/YAP UAS-luciferase luminescence; inhibition, % at 9.12 µM; hit rate 1.4% among 640,000; AID 1259422; in the data active = inhibition above about 32%;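 note: 0% = median of test compound wells and 100% = reference inhibitor wells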
An asterisk follows results filed as active; x = not tested or not shown.

A first look, 5 compounds:
mol,FBW7 activator,GPR151 activ,MITF inh,TEAD-YAP inh
Cc1c2cnn(-c3ccccc3)c(=O)c2c(C)n1C(C)C(=O)NCc1cccnc1 (stereo not given),-0.2,-1.8,-7,7
CCn1c(=O)c2ccccc2n2c(SCC(=O)N3CCCC3)nnc12,0.3,-0.6,-2,-3
COc1ccc(C(=O)NNC(=O)COc2cc(C)c(Cl)c(C)c2)cc1OC,-0.1,-0.2,8,7
Cc1ccc(-n2c(=S)sc3c(=O)n(-c4ccccc4C)c(SCC(=O)N4CCCC4)nc32)c(C)c1,0.2,-0.6,15,1
CNc1ccc([N+](=O)[O-])cc1-n1cnc(-c2ccccc2)c1,0.8,-0.8,19,-1

Main list, previewed entries included:
mol,FBW7 activator,GPR151 activ,MITF inh,TEAD-YAP inh
Cc1c2cnn(-c3ccccc3)c(=O)c2c(C)n1C(C)C(=O)NCc1cccnc1 (stereo not given),-0.2,-1.8,-7,7
CCn1c(=O)c2ccccc2n2c(SCC(=O)N3CCCC3)nnc12,0.3,-0.6,-2,-3
COc1ccc(C(=O)NNC(=O)COc2cc(C)c(Cl)c(C)c2)cc1OC,-0.1,-0.2,8,7
Cc1ccc(-n2c(=S)sc3c(=O)n(-c4ccccc4C)c(SCC(=O)N4CCCC4)nc32)c(C)c1,0.2,-0.6,15,1
CNc1ccc([N+](=O)[O-])cc1-n1cnc(-c2ccccc2)c1,0.8,-0.8,19,-1
COc1ccccc1Cn1ccn(Cc2cccc(F)c2)c(=O)c1=O,0.0,-2.1,9,-1
C/C(=N\NC(=O)CCCc1cc2ccccc2[nH]1)c1ccncc1,0.1,-1.1,13,1
CC1Cc2ccccc2N1CC(=O)Nc1ccc(Cl)c(S(=O)(=O)N(C)C)c1 (stereo not given),-0.2,3.6,10,-10
C=CCc1cc(C=O)cc(OCC)c1OCC(=O)OC,0.4,0.4,22,6
O=C(NCC1Cc2cc(-c3cnccn3)ccc2O1)C(c1cccnc1)N1CCOCC1 (stereo not given),0.0,1.2,-12,-7
CC1Cc2nc(SCC(=O)c3ccccc3)n(CCc3ccccc3)c(=O)c2S1 (stereo not given),-0.1,1.4,3,-14
Cc1nc(SCC(=O)Nc2ccccc2F)c2c3c(sc2n1)CCCC3,0.1,-0.7,10,-4
Cc1ccc(OCC(=O)OCC(=O)c2ccc(F)cc2)cc1,0.0,-1.1,3,5
Cc1ccc(S(=O)(=O)NNc2nc(-c3ccccc3)c3cc(Cl)ccc3n2)cc1,0.0,-0.8,5,-4
CN1CCN(c2oc(-c3ccco3)nc2S(=O)(=O)c2ccccc2)CC1,0.0,-0.6,7,0
CC(C)CN(CC(C)C)C(=O)C12CCC(C)(C(=O)C1)C2(C)C (stereo not given),0.0,0.1,-2,7
CCOC(=O)C1=C(C)Nc2ncnn2C1c1ccc(Br)cc1 (stereo not given),0.1,1.8,10,3
CC(C)(C)C(=O)NC1CCN(S(=O)(=O)c2ccccc2F)CC1,-0.1,0.8,3,4
Cc1cc(C(=O)NNC(=S)Nc2ccc(F)cc2F)ccc1[N+](=O)[O-],0.0,-2.2,18,-9
COC(=O)C1=CN(Cc2ccc(OC)cc2)C=C(C(=O)OC)C1c1cccc(F)c1,0.5,-0.9,5,-10
CCc1ccccc1NC(=O)C1NC(=O)CC1c1ccccc1 (stereo not given),0.2,0.4,19,2
COc1ccc(-n2c(O)c(C=NC(C)(C)C)c3ccccc3c2=O)cc1,0.3,-2.0,8,0
CCOc1ccc(C(O)c2nccn2Cc2ccccc2)cc1 (stereo not given),-0.2,-0.7,-8,7
COc1ccc(C(=O)COC(=O)c2cc(S(=O)(=O)N3CCOCC3)ccc2F)cc1,-0.1,-1.4,-5,2
O=C(NC1CC1)c1ccc(-c2nc(NCCOc3ccccc3)c3ncn(Cc4ccc(C(F)(F)F)cc4)c3n2)cc1,-0.1,0.5,-3,-8
O=C1Nc2cc(C(=O)N3CCC4(CC3)OCCO4)ccc2NC1CSCc1c(F)cccc1Cl (stereo not given),0.4,0.5,-14,-6
COc1cc(-c2nc3ccccc3c(=O)n2NCc2ccc(N(C)C)cc2)cc(OC)c1OC,0.0,-0.2,7,5
CCCCOc1ccc(NC(=O)CC)cc1,0.1,1.1,7,-16
O=C(NCc1nc(-c2ccncc2)n[nH]1)c1ccccn1,-0.5,0.2,-2,2
CP(=O)(O)c1nccn1-c1cccnc1,0.1,-0.6,4,2
CCOc1cc(/C=C2/C(=N)N3N=C(C(C)C)SC3=NC2=O)ccc1OCCOc1cc(C)ccc1C,0.1,0.7,3,9
COc1ccccc1-c1cnn2ccc(NCCO)nc12,-0.1,0.5,-5,4
NC(CC(=O)O)c1ccc(OCc2ccccc2)cc1 (stereo not given),0.0,0.3,-4,0
COCC(CNC(=O)c1cc(S(=O)(=O)N2CCc3ccccc32)ccc1SCc1ccc(OC)cc1)COC,0.7,-1.7,-6,7
c1ccc2c(c1)nc(N1CCC3(CC1)OCCO3)c1nnnn12,0.0,-0.2,6,-15
CCOC(=O)N1CCC(NC(=O)C2CC(Cc3ccccc3)=NO2)CC1 (stereo not given),0.0,1.3,-3,-1
COc1cccc(C(=O)N/C(=C\c2ccccc2OC)C(=O)Nc2ccc([N+](=O)[O-])cc2)c1,0.1,0.0,7,3
COc1ccc(NC(=O)CSc2nc3c(c(=O)n2-c2cccc(C(F)(F)F)c2)SCC3)c(OC)c1,-0.1,-0.4,14,10
COC(=O)c1cnn2c(C)c(Cc3c(C)cc(C)cc3C)c(C)nc12,-0.1,-1.4,6,4
COc1ccc([N+](=O)[O-])cc1NC(=O)c1cn(C)c(=O)c2ccccc12,0.1,0.5,6,3
COc1ccc(S(=O)(=O)Nc2cccc([N+](=O)[O-])c2C)cc1OC,0.0,0.5,-2,-10
COc1cc(C(=O)Nc2ccc(N3CCCC3)c(Cl)c2)cc(OC)c1OC,-0.3,-1.2,25,42*
CC(C)(C)N(Cc1ccccc1)C(=O)CN1C(=O)c2ccccc2S1(=O)=O,0.1,0.4,-16,-3
Cn1c(=NC(=O)C2=COCCO2)sc2c(Cl)ccc(Cl)c21,-0.1,4.1,-3,2
O=C(CN1CCCc2ccccc21)Nc1ccccc1,0.1,0.2,2,-6
Cc1ccc2c(c1)c(=O)c1ccccc1n2CC(=O)Nc1ccc(Cl)cc1,0.0,1.3,-4,-2
COC(=O)c1nc2n(n1)C(c1ccc(OC)c(OC)c1OC)C=C(c1cccc(Br)c1)N2 (stereo not given),-0.1,-0.9,-9,5
CCCOC(=O)c1ccc(NC(=O)c2c(Cl)ccc(Cl)c2OC)cc1,0.0,0.2,4,-5
COc1cccc(/C(C)=N/NC(=O)c2ccc(O)cc2)c1,0.1,-0.5,14,-17
COc1ccc2oc(=Nc3ccccc3C)c(-c3nc4ccccc4[nH]3)cc2c1,-0.2,-0.6,-3,-31

Next compounds follow:
SMILES	FBW7 activator	GPR151 activ	MITF inh	TEAD-YAP inh
CCCOCCOC(=O)C1=C(C)NC2=C(C(=O)CC(C)(C)C2)C1c1ccc(C(=O)OC)cc1 (stereo not given)	0.8	-0.6	23	-6
O=C(Nc1ccccc1)C1CCN(c2ncccn2)CC1	0.1	-0.1	44	4
COc1ccc(-c2nc(Nc3cc(OC)c(OC)c(OC)c3)nc(OC)n2)cn1	-0.1	1.0	5	11
CC(C)c1ccccc1OCC(=O)Nc1cccc(C(=O)O)c1	-0.1	-0.5	5	-34
Cc1cc(-c2ccccc2)nc2cc(C(=O)Nc3ccc(Cl)c(Cl)c3)nn12	0.0	1.3	0	1
CCCNC(=O)CS(=O)(=O)Cc1nc(-c2ccccc2C)oc1C	0.2	0.0	17	4
Cn1c(=O)c2c(nc(OCc3ccco3)n2Cc2c(F)cccc2Cl)n(C)c1=O	0.0	0.4	2	-1
Cc1ccc(-n2cc(-c3ccc(Cl)cc3)nc2SCC(=O)Nc2ccc(Cl)cc2)cc1	0.0	2.2	11	24
Cc1nc2c3ccccc3nc(N3CCNCC3)n2n1	-0.2	-1.9	-10	-5
CCc1nnc(NC(=O)CSc2nnc(NC(C)=O)s2)s1	0.1	-0.4	-15	-3
O=C1/C(=C/c2ccc(-c3ccc([N+](=O)[O-])cc3)o2)C=C(c2ccccc2)N1c1cccc(Cl)c1	-0.1	-1.1	1	-1
Cc1ccc(-c2cc(C(F)(F)F)n3ncc(C(=O)Nc4ccc(Cl)c(Cl)c4)c3n2)cc1	0.1	0.0	22	9
COc1ccc(Cn2c(SCC(=O)Nc3cc(C)on3)nc3ccsc3c2=O)cc1	-0.2	-1.2	-6	0
O=C(Cn1cnc2c(cnn2-c2cccc(Cl)c2)c1=O)Nc1ccccc1F	-0.1	0.2	-8	4
O=C(O)CSCC(NC(=S)Nc1ccccc1)C(=O)O (stereo not given)	-0.1	0.3	-3	1
c1ccc(N2CCN(c3nc(NCc4nc5ccccc5[nH]4)c4ncn(-c5ccsc5)c4n3)CC2)nc1	0.2	-3.1	12	68*
N#Cc1ccccc1NC(=O)COC(=O)CSCC(=O)N1CCCCC1	-0.1	-1.9	-8	-5
CCCc1nc2c(o1)NC(N)=C(C#N)C2Cc1ccccc1 (stereo not given)	-0.1	0.2	-4	-1
COc1ccccc1C(=O)N/C(=C\c1ccccc1)C(=O)N1CCOCC1	0.1	1.2	-14	7
OC[C@@H]1CCCN1c1ccnc2c(-c3ccc(F)cc3)cnn12	0.0	-2.1	2	74*
CC1=NN(c2cccc(C(F)(F)F)c2)C(=O)/C1=C\c1ccc(N2CCOCC2)s1	-0.3	-0.1	11	-4
CCOc1ccc(-n2nc(C(=O)Nc3ccccc3C(F)(F)F)c3ccccc3c2=O)cc1	0.0	-0.9	-4	1
CC(C)(C)C1CCc2c(sc(NC(=O)c3ccccc3F)c2C(N)=O)C1 (stereo not given)	0.1	1.1	-13	18
Cc1cccc(NC2=C(N3CCCC3)C(=O)c3ccccc3C2=O)c1	-0.7	1.3	11	-2
COc1cc(Br)cc(/C=N/NC(=O)c2ccccc2Br)c1O	-0.1	0.6	38	3
CSc1ccc(S(=O)(=O)N2CCN(c3ccccc3F)CC2)cc1	0.1	1.2	-3	13
COc1ccc(C2NC(=O)NC(C)=C2C(=O)Nc2ccccc2Cl)c(OC)c1 (stereo not given)	0.1	1.2	10	11
O=C(Nc1ccc2c(c1)OCO2)Nc1ccc(Br)cc1F	0.2	0.9	4	-51
COc1ccc(Cn2nnnc2CN2CCC(C(N)=O)CC2)cc1	0.1	-0.4	-1	-5
O=C(Nc1ncnc2c1CCC2)c1cc2ccccc2o1	0.3	-0.4	-2	-54
O=C1c2ccccc2C(=O)N1c1ccccc1C(F)(F)F	-0.1	-2.2	-20	8
O=[N+]([O-])c1cccc(OCCn2cnc3ccccc32)c1	0.0	1.5	39	4
COc1ccc(C)cc1S(=O)(=O)N1CCC(C(=O)Nc2ccc3c(c2)OCCO3)CC1	-0.2	0.3	11	15
COc1ccc(COC(=O)N/N=C2\C[C@@H](O)[C@@H](O)[C@@H]3[C@@H]4C(=O)N(C5CCCCC5)C(=O)[C@@H]4CC[C@@H]23)cc1	0.2	0.3	-15	x
CN(Cc1ccccc1)c1ncc(Br)cn1	0.1	-0.8	4	4
CC(=O)CCc1c(C)[nH]c2ccccc2c1=O	0.2	-0.8	14	2
COCCn1c(=NC(=O)/C=C/c2cccs2)sc2cc(NC(C)=O)ccc21	-0.1	0.9	-4	9
CN1CCCN(C(=O)C2CC23CCN(Cc2cccn2-c2cccnc2)CC3)CC1 (stereo not given)	-0.1	1.8	-5	-2
COc1ccc(C(=O)Nc2ccc(NC(=O)c3ccccc3OC)nc2)cc1	-0.3	-0.7	2	15
C=CCOc1ccc(-c2nc3sc4c(c3c(=O)[nH]2)CCCC4)cc1OC	0.0	0.0	2	-2
CCc1ccccc1NC(=O)C/C(C)=N\NC(=O)c1ccc(Br)cc1	0.0	0.4	19	-5
O=S(=O)(Nc1nc2ccccc2nc1NCc1ccco1)c1cccc(Cl)c1	0.0	0.2	-10	9
COC(=O)CCC(=O)Nc1ccc(Cl)cc1	0.5	-0.2	5	4
CCOC(=O)c1c(NC(=O)c2ccc(S(=O)(=O)N(C)C3CCCCC3)cc2)sc2c1CC(C)(C)NC2(C)C	0.2	-1.4	-6	1
Cc1nc(SCC(=O)Nc2ccc3c(c2)OCCO3)c2c3c(sc2n1)CCC3	0.0	0.2	12	5
O=C(C[n+]1ccccc1)N/N=C/c1ccccn1	-0.1	-0.8	10	-6
Cc1nn(C)c(C)c1-c1cc(NCCOc2ccccc2)nc(N)n1	0.1	-0.2	11	24
CCOc1ccc(NC(=O)CSc2nccc(=O)[nH]2)c([N+](=O)[O-])c1	0.4	-0.2	16	12
COc1cc(C2SCCS2)ccc1OCC(=O)N1CCc2ccccc21	0.0	-2.0	-7	-15
CCOc1ccc(NC(=O)N2CCC(C(=O)c3ccc4c(c3)OCCO4)CC2)cc1	0.6	-1.4	24	-4
